PglD DTNB = PglD (C. jejuni) enzyme inhibition | purified PglD enzyme, DTNB colorimetric CoA detection | actives 0.098% (n = 360,000) | inhibition, % at 12.5 µM; in the data active means inhibition above about 16%, passing the limit was not always enough; further: strong numbers were not always called active
Statin myotox sup = suppression of simvastatin myotoxicity; actives 0.78% (n = 330,000); C2C12 myotubes + simvastatin, ATP luminescence, 48 h; scaled: DMSO 0, geranylgeraniol control 100; rescue of ATP level, % at 7.49 µM;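 active means mean ATP rescue above about 67%, or every replicate alone reaching that limit, limit read from the data, passing the limit was not always enough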;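 further: myotubes were challenged with 10 µM simvastatin during compound exposure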
* hit, by the source's call. A portion of the library; count on the stated rates, not on these rows.

Results follow in this order: PglD DTNB, Statin myotox sup
> COc1ccccc1NC(=O)CSc1nnnn1C
    -3, -23
> O=C(NCCCN1CCC(Cc2ccccc2)CC1)C1CCN(S(=O)(=O)N2CCOCC2)CC1
    -5, 90*
> CC(=O)Nc1cc(S(=O)(=O)Nc2cccc(C)c2)c(C)cc1C
    -5, 11
> CCSc1nc2sc3c(c2c(=O)n1C1CCCCC1)CCN(C)C3
    -2, 12
> N=c1sccn1CC(=O)NCCc1ccc(Cl)cc1
    6, 3
> O=C(CSc1nnc(-c2ccco2)n1-c1ccccc1)NCCc1ccccc1
    -1, -2
> Cc1nc(NC(C)C(=O)O)c2nc(C)oc2n1 (stereo unspecified)
    7, 6
> O=C(c1ccc(S(=O)(=O)N2CCC(c3nc4ccccc4[nH]3)CC2)cc1)N1CCOCC1
    -1, -12
> COc1ccc(OC)c(NC(=O)CCN2CCC(C)CC2)c1
    2, -5
> O=C1c2ccccc2C(=O)N1OCc1cccc(Cl)c1
    -6, -16
> COc1ccc2c(Cn3cnc4cc([N+](=O)[O-])ccc4c3=O)cc(=O)oc2c1
    -7, -8
> COCCCNC(=O)c1ccc2c(c1)ncn2-c1ccccc1OC
    0, -12
> O=C(COc1ccccc1)NCC(=O)Nc1ccc(S(=O)(=O)NCc2ccco2)cc1
    -6, 16
> O=C1CC(=O)C(n2cncn2)C(c2ccc(Cl)cc2)C1 (stereo unspecified)
    -4, 2
> C=CCc1cccc(CNc2nc3ccccc3n2CCC)c1O
    6, -39
> COc1cccc(NS(=O)(=O)c2ccc3[nH]cc(C(=O)NCCC(C)C)c(=O)c3c2)c1
    -1, 9
> COc1ccc(C(=O)/C(=C\c2ccco2)N2C=CC=CC2=C(C#N)C#N)cc1
    5, -13
> COc1cccc(N/C(N)=N/c2nc(C)cc(=O)[nH]2)c1
    -2, -3
> NC(=O)CCn1nc(-c2ccc(Cl)cc2)c2ccccc2c1=O
    -6, -5
> CCCCCCn1c(SCC(C)C)nc2c1c(=O)[nH]c(=O)n2C
    2, 41
> COC(=O)C1=CN(Cc2ccc(OC)cc2)C=C(C(=O)OC)C1c1cc(OC)c(OC)c(OC)c1
    3, 6
> COc1ccccc1COCC(O)CNCC1(N2CCCCC2)CCCCC1 (stereo unspecified)
    9, 4
> COc1cc2c(cc1OC)C(c1cccs1)NCC2 (stereo unspecified)
    4, -2
> Cc1cccc2nc(-c3ccccc3)nc(N3CCC(O)(c4ccc(Cl)cc4)CC3)c12
    2, -2
> COc1ccc(C2C(C(C)=O)=C(O)C(=O)N2c2ccc(Br)cn2)cc1 (stereo unspecified)
    1, 136*
> Cc1nn(Cc2ccc(Cl)cc2)c(C)c1NC(=O)c1cc(-c2ccco2)on1
    -1, 12
> O=C(CCC1CCCCC1)NCc1ccncc1
    -4, 17
> CC1CCCCN1C(=O)NC12CC3CC(CC(C3)C1)C2 (stereo unspecified)
    1, -5
> Cc1ccccc1NC(=O)CSc1nnnn1C
    0, 13
> CCOC(=O)c1nnn(CC(=O)Nc2cc(F)ccc2F)c1C(=O)OCC
    -2, 9
> O=C(NC1CCC(NC(=O)C(F)(F)C(F)F)CC1)C(F)(F)C(F)F (stereo unspecified)
    -3, -10
> Cc1nn(C(C)C(=O)NNC(=S)Nc2ccc(Cl)cc2)c(C)c1[N+](=O)[O-] (stereo unspecified)
    3, -1
> CC(C)NC(=O)CCS(=O)(=O)c1ccc(Br)s1
    8, -4
> CCOC(=O)c1ccc(N2C(=O)c3n[nH]c(C)c3C2c2ccco2)cc1 (stereo unspecified)
    -3, -6
> COc1cccc(C(=O)Nc2c3c(nn2-c2ccccc2C)CS(=O)C3)c1OC (stereo unspecified)
    -3, 29
> Cc1nc(NCc2ccccc2)c(C(N)=O)c2c1COC(C)(C)C2
    4, -3
> Cc1ccc(N2CC(C(=O)NC3=NCCS3)CC2=O)cc1 (stereo unspecified)
    -3, -2
> CCOc1cc(-c2conc2N)cc(OCC)c1OCC
    0, 0
> CCCCn1c2nc3ccccc3nc2c2c(=O)n(C(C)CC)cnc21 (stereo unspecified)
    5, -5
> O=S(=O)(Cc1ccccc1)c1ccccc1-c1nnc(-c2ccccc2)o1
    4, 35
> Cc1cc(C(=O)Nc2cccc(C(=O)O)c2)oc1C
    -6, -25
> CCN(CC)S(=O)(=O)c1cccc(-c2nnc(SCC(=O)c3cc(C)n(C4CC4)c3C)o2)c1
    7, 7
> CCOC(=O)Cn1nnnc1C(CC)N(Cc1cccs1)Cc1cc2ccc(OC)cc2[nH]c1=O (stereo unspecified)
    -3, 9
> O=C(CSc1nnc(-c2ccccc2)o1)N1CCOCC1
    -1, 7
> CCc1ccc(CNCc2cccnc2)cc1
    1, 114*
> Cc1cccc(OCC(=O)Nc2nonc2NC(=O)COc2cccc(C)c2)c1
    1, -4
> CC(C)n1c(CN2CCN(C)CC2)nc2c1c(=O)n(C)c(=O)n2C
    -2, -1
> CCOC(=O)CN1C(=O)SC(CC(=O)Nc2nccs2)C1=O (stereo unspecified)
    -1, 4
> Nc1[nH]nc2nc(N3CCOCC3)nc(-c3ccccc3)c12
    7, -14
> O=C(Nc1cccnc1)c1ccc(COc2cc(Cl)ccc2Cl)o1
    3, -5

(continued)
Results follow in this order: PglD DTNB, Statin myotox sup
> CCc1nn(C(C)C(=O)Nc2cccc(C)c2C)c(=O)c2cc3occc3n12 (stereo unspecified)
    -4, 18
> O=C(Nc1nnc(SCc2ccc(F)cc2)s1)C1CC(=O)N(Cc2ccccc2)C1 (stereo unspecified)
    -4, 27
> O=C1C2C3C=CC(C3)C2C(=O)N1c1cccc2cccnc12 (stereo unspecified)
    1, 10
> CCOc1ccccc1NC(=O)CCC(=O)O
    0, 12
> O=C(Nc1ccccc1N1CCN(c2ccccc2)CC1)C12CC3CC(CC(C3)C1)C2
    -3, 6
> COc1ccc2nc(N3CCCC3)c(C#N)cc2c1
    2, 3
> O=C(Nc1ccc2c(c1)OCCO2)C1CCN(C(=O)c2ccccc2)CC1
    2, 8
> COC(=O)n1c(=O)oc2ccccc21
    5, -7
> Cc1cccc(C(=O)O)c1NC(=O)c1ccc(F)cc1
    -1, -1
> CC1=C/C(=C/N(C)c2ccccc2)C(=O)S1
    10, -2
> COc1cccc(C(=O)NCC(c2cccnc2)N2CCN(c3ccccc3OC)CC2)c1 (stereo unspecified)
    -2, 5
> O=C(CSCc1ccc(Cl)cc1)Nc1ccc2c(c1)OCCO2
    -2, -10
> CC(=O)CSc1nnc(-c2ccc(S(=O)(=O)N3CCC(C)CC3)cc2)o1
    3, -36
> CCOc1ccc(C(=O)c2ccncc2)cc1
    -1, -25
> CCCc1ccc(OCC(=O)O)cc1
    3, -5
> Cc1nc2cc(Cl)c(Cl)cc2nc1C
    -2, 5
> CCOC(=O)C1(CCSC)NC(c2ccco2)C2C(=O)N(CC)C(=O)C21 (stereo unspecified)
    0, 104*
> C=CCn1c(CCNC(=O)c2ccccc2F)nnc1SCC(=O)Nc1nc2ccccc2s1
    -2, -30
> CN(c1ccc(OCC(=O)N2CCC(C(N)=O)CC2)cc1)S(=O)(=O)c1cccs1
    -1, -6
> C=CCn1c(SCc2ccc(C#N)cc2)nnc1-c1cccc(Cl)c1
    0, -4
> CCOc1nc2ccccc2nc1NS(=O)(=O)c1ccccc1
    3, -7
> COc1ccc(C(=O)Nc2ccc(Cl)cc2C(=O)N2CCCC(C)C2)cc1 (stereo unspecified)
    7, 7
> CCCCCn1c(=O)[nH]c2cc(C(=O)NCCCN3CCCCC3)ccc2c1=O
    -4, 5
> COc1ccc(NC(=O)CN2CCN(C3c4ccccc4-c4ccccc43)CC2)cc1
    0, 4
> CCCOc1ccc(-c2nc(C#N)c(N3CCc4ccccc4C3)o2)cc1
    0, -1
> Cc1cccc(OCCC(=O)Nc2c(C)n(C)n(-c3ccccc3)c2=O)c1
    4, 17
> C=CCn1c(SCC(=O)NCC2CCCO2)nc2scc(-c3ccco3)c2c1=O (stereo unspecified)
    1, 28
> CC(=O)OCCCCON1C(=O)c2ccccc2C1=O
    -1, -16
> COc1ccccc1-c1nnc(NC(=O)c2ccc(S(=O)(=O)N(C)C)cc2)o1
    -4, -15
> Cn1c2c(c(=O)n(C)c1=O)CN(Cc1ccc3c(c1)OCO3)CN2
    16, 112*
> Cc1cccc(-n2ncc(C#N)c2N)c1
    -9, -4
> CC1(C)CC(=O)C(C(=S)Nc2ccccc2)=C(NCCN2CCOCC2)C1
    0, 3
> Cc1cc(N2CCN(c3nnnn3-c3ccccc3)CC2)n2ncnc2n1
    5, 111*
> COc1ccc(NC(=O)CSc2nnc(-c3cccs3)n2Cc2ccco2)cc1OC
    1, 4
> Fc1ccc(Nc2ncnc3sc4c(c23)CCC4)cc1
    -5, -18
> O=C(Cn1cc([N+](=O)[O-])cn1)N1N=C(C(F)F)CC1(O)C(F)F (stereo unspecified)
    5, 7
> Cc1cccnc1NC(=O)C(C)Oc1ccccc1 (stereo unspecified)
    3, 3
> Cn1c(SCC(=O)N2CCN(c3cccc(Cl)c3)CC2)nnc1-c1ccncc1
    -1, -5
> O=C(c1cc(-c2ccccc2)on1)N1CCCC1
    -1, 20
> Cc1nc(NC(=O)CSc2nnnn2Cc2ccccc2)sc1C
    -1, -4

Complete entries from above.
Listed for CCOC(=O)c1nnn(CC(=O)Nc2cc(F)ccc2F)c1C(=O)OCC = PglD DTNB: -2; Statin myotox sup: 9
Listed for Cc1ccccc1NC(=O)CSc1nnnn1C = PglD DTNB: 0; Statin myotox sup: 13

Some of the entries so far, field by field:
> O=C(Cn1cc([N+](=O)[O-])cn1)N1N=C(C(F)F)CC1(O)C(F)F (stereo unspecified)
  PglD DTNB: 5; Statin myotox sup: 7
> Cc1cccnc1NC(=O)C(C)Oc1ccccc1 (stereo unspecified)
  PglD DTNB: 3; Statin myotox sup: 3
> Cn1c(SCC(=O)N2CCN(c3cccc(Cl)c3)CC2)nnc1-c1ccncc1
  PglD DTNB: -1; Statin myotox sup: -5

Additional structures.
Results follow in this order: PglD DTNB, Statin myotox sup
> Cc1cc(Oc2ccc(Cl)cc2)nc(-c2ccccc2O)n1
    -4, 0
> O=C(NCc1ccccc1)N1CCC(c2nc3ccccc3[nH]2)CC1
    -6, 0
> Cc1cc(C(C)(C)C)ccc1OCCN(C)C
    4, 11
> O=C(c1cccc(S(=O)(=O)N2CCCCC2)c1)N1CCOCC1
    4, 0
> COc1ccc([N+](=O)[O-])cc1NCc1ccccc1C
    -3, 35
> O=C(O)CCC(=O)Nc1ccccc1N1CCOCC1
    4, 2
> COc1cccc(C2=CC(=O)C[C@H](c3ccc4c(c3)OCO4)C2)c1
    -1, 17
> C(=N\n1cnnc1)/c1cccc(Oc2ccccc2)c1
    -2, 18
> C=CCn1cc(-c2cccc(Cl)c2)cc(C#N)c1=O
    0, 5
> Nc1c(S(=O)(=O)c2cccs2)c2nc3ccccc3nc2n1Cc1ccc2c(c1)OCO2
    1, -1
> CCN(CC)S(=O)(=O)c1cccc(C(=O)Nc2ccc(Cl)cn2)c1
    -6, -6
> CCN(c1ccc(NC(=O)COC(=O)c2ccc(C)c(S(=O)(=O)N3CCOCC3)c2)cc1)C(C)C
    -4, 3
> O=C(CN(C(=O)c1ccc2c(c1)OCCO2)c1ccccc1)NCC1CCCO1 (stereo unspecified)
    -11, 2
> Cc1cc(C)nc(NN2C(=O)C=CC2=O)n1
    1, 5
> CCC(=O)Nc1cc2c(cc1C(=O)c1ccccc1)OCCO2
    -3, 29
> CC(C)NC(=O)CC1Nc2c3ccccc3nc(=S)n2C1=O (stereo unspecified)
    1, 6
> Cc1ccc(N(C(=O)C2CCCC2)C2C=CS(=O)(=O)C2)cc1 (stereo unspecified)
    3, 0
> O=C(Nc1ccc(Br)c(Cl)c1)C1CC1
    1, -16
> CCOC(=O)Cn1c(Br)nc2c1c(=O)[nH]c(=O)n2C
    1, -3
> CCOc1cc(CN2CCN(c3cccc(C(F)(F)F)c3)CC2)ccc1OC
    4, -6
> Cc1cc(OCC(=O)NC(C)C)cc(C)c1Cl
    3, 7
> CS(=O)(=O)N(CC(=O)Nc1ccccc1C(=O)NCCc1ccccc1)c1ccc2c(c1)OCCO2
    -1, 4
> COc1ccc(C(=O)C(CCCCC(CN(C)C)C(=O)c2ccc(OC)cc2)CN(C)C)cc1 (stereo unspecified)
    1, -84
> CC(=O)NC1CCC(C(=O)O)(c2ccccc2)C1 (stereo unspecified)
    -5, -4

Reformatted: results already given.
SMILES,PglD DTNB,Statin myotox sup
CCOC(=O)CN1C(=O)SC(CC(=O)Nc2nccs2)C1=O (stereo unspecified),-1,4
Cc1cc(C(=O)Nc2cccc(C(=O)O)c2)oc1C,-6,-25
Cc1cc(N2CCN(c3nnnn3-c3ccccc3)CC2)n2ncnc2n1,5,111*
O=C(Nc1cccnc1)c1ccc(COc2cc(Cl)ccc2Cl)o1,3,-5
Cc1nc(NC(C)C(=O)O)c2nc(C)oc2n1 (stereo unspecified),7,6
CC(=O)OCCCCON1C(=O)c2ccccc2C1=O,-1,-16
CCCCCn1c(=O)[nH]c2cc(C(=O)NCCCN3CCCCC3)ccc2c1=O,-4,5
